TcdB inh: TcdB glycohydrolase inhibitors, primary screen, biochemical, single point, plate reader; Toxin B (Clostridioides difficile), P18177; inhibition, % at 9.99 µM; 0.24% of 350,000 active; TcdB glycohydrolase enzymatic assay; in the data active = inhibition above about 10%
Target sequence (P18177 whole entry, looked up): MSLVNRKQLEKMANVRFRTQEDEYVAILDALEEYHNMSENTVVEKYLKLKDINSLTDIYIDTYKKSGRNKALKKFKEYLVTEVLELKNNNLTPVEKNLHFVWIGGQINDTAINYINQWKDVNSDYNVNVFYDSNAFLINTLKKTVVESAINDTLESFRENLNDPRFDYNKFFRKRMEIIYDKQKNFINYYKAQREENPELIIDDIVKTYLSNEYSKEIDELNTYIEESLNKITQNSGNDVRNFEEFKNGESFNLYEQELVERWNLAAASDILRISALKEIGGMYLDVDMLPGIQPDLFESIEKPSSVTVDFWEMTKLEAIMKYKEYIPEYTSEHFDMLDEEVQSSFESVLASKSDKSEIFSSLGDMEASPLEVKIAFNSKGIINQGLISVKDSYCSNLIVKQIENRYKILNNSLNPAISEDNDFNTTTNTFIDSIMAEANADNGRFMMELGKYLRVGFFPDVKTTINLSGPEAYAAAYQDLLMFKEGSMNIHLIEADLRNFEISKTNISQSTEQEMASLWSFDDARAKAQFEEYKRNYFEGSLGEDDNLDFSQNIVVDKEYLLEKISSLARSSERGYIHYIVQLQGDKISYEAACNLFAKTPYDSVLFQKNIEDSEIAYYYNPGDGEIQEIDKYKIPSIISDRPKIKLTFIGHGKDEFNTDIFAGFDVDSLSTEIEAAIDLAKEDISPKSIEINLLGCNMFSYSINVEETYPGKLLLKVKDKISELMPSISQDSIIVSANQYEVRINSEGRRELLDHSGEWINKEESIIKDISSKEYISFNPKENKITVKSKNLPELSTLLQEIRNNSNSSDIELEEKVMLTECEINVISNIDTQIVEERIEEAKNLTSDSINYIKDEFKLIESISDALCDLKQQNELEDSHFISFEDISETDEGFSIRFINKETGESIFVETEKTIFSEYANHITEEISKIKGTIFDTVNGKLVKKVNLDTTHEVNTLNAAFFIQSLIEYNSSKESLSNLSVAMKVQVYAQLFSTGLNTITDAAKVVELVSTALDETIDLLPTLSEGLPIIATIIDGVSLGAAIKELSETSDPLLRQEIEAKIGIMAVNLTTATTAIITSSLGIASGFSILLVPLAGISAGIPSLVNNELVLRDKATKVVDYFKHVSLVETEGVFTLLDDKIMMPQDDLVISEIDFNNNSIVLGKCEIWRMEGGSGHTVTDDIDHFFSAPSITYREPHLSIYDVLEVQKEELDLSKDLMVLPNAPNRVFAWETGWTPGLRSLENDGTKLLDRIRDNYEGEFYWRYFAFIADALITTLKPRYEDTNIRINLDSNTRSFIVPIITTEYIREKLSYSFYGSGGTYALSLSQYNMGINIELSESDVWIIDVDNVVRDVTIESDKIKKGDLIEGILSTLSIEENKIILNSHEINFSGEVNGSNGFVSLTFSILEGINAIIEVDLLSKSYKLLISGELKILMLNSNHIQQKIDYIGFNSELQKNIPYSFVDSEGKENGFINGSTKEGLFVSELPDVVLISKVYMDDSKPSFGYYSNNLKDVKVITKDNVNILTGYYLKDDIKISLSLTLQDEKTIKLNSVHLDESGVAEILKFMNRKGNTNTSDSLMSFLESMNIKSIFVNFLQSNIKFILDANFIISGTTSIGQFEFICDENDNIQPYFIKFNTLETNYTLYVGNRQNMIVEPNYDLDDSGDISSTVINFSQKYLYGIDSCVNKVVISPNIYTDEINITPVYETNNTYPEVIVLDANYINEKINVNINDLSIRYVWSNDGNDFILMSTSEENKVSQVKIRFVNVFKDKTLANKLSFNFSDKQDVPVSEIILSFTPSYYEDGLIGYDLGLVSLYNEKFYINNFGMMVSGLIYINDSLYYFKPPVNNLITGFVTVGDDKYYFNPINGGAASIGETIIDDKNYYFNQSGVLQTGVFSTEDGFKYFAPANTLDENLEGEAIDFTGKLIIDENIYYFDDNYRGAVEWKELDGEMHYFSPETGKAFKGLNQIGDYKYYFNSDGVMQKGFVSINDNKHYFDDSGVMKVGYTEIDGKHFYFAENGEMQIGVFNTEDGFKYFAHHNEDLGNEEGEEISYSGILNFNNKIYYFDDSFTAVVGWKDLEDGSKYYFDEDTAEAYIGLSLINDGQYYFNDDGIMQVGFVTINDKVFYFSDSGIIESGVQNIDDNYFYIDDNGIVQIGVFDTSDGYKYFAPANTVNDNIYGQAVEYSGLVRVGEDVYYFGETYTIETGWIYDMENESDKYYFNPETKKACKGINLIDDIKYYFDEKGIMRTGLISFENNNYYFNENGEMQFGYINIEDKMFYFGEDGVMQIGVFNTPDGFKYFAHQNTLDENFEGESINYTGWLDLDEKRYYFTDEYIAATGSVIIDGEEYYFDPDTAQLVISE
Numbers without * were called inactive. These rows are one share of the data. The share of hits here may be higher or lower than overall.

SMILES	TcdB inh
Cc1cccc(S(=O)(=O)N2C[C@@H]3[C@H](c4ccccc42)[C@@H](CO)N3C(=O)c2ccccc2)c1	-7.8
O=C(N[C@@H]1C=C[C@H](CC(=O)N2CCCCC2)O[C@H]1CO)c1ccccn1	-0.1
COc1cccc(S(=O)(=O)Nc2ccc3c(c2)C(=O)N(C)C[C@H](OC)[C@@H](C)CN(Cc2ccccc2F)[C@@H](C)CO3)c1	-0.3
O=C(C[C@@H]1CC[C@H](NC(=O)NC2CCCCC2)[C@@H](CO)O1)NCc1ccc(F)cc1	1.5
C[C@H]1CN([C@@H](C)CO)S(=O)(=O)c2ccc(-c3cccc(F)c3)cc2O[C@@H]1CN(C)C(=O)Nc1cc(F)ccc1F	0.8
CC(=O)N(C[C@H]1N[C@H](CO)[C@@H]1c1ccccc1)C(C)C	0.1
C[C@@H]1CN([C@@H](C)CO)C(=O)c2cccc(NC(=O)c3nc4ccccc4s3)c2O[C@H]1CN(C)C(=O)NC1CCCCC1	0.1
COc1ccc(NC(=O)Nc2cccc3c2O[C@@H](CN(C)S(=O)(=O)c2ccc(OC)cc2)[C@H](C)CN([C@@H](C)CO)C3=O)cc1	0.6
C/C=C/c1ccc([C@H]2[C@@H](C#N)N(S(=O)(=O)c3cccc(F)c3)[C@H]2CO)cc1	-4.6
Cn1cnc(S(=O)(=O)N2CCCCN3[C@H](CO)[C@@H](c4ccc(-c5ccc(F)cc5)cc4)[C@@H]3C2)c1	0.5
CO[C@@H]1CN(C)C(=O)c2ccc(NC(C)=O)cc2OC[C@@H](C)N(C(=O)Nc2ccccc2F)C[C@H]1C	-0.9
CN1CCN(C(=O)C[C@@H]2CC[C@@H]3[C@H](COc4ccc(NC(=O)C5CCC5)cc4C(=O)N3C)O2)CC1	-0.1
CNC(=O)C[C@@H]1CC[C@H]2[C@H](COc3ccc(NS(=O)(=O)c4cccc(F)c4)cc3C(=O)N2C)O1	-0.3
CCCC#Cc1ccc([C@H]2[C@@H](CO)N3C(=O)CN(C(=O)CN4CCOCC4)C[C@H]23)cc1	0.1
C[C@H](CO)N1C[C@H](C)[C@H](CN(C)S(=O)(=O)c2ccc(F)cc2)Oc2cc(C#Cc3ccncc3)ccc2S1(=O)=O	-1.3
C[C@H]1CN([C@@H](C)CO)S(=O)(=O)c2ccc(C#Cc3ccncc3)cc2O[C@H]1CN(C)C(=O)c1ccncc1	0.7
CCS(=O)(=O)N1CC(=O)N2[C@H](CO)[C@@H](c3ccc(-c4ccccc4F)cc3)[C@@H]2C1	0.4
COc1cccc(S(=O)(=O)N(C)C[C@@H]2OCc3ccccc3-c3ccccc3C(=O)N([C@H](C)CO)C[C@@H]2C)c1	0.7
CCS(=O)(=O)N1CCC2(CC1)CN(C(=O)Nc1c(C)noc1C)[C@@H](CO)c1[nH]c3cc(OC)ccc3c12	0.1
C[C@H](CO)N1C[C@H](C)[C@@H](CN(C)CC2CC2)Oc2ccc(N(C)C)cc2CC1=O	-8.5
O=C(N[C@H]1CC[C@@H](CC(=O)N2CCc3ccccc3C2)O[C@H]1CO)C1CCC1	-0.5
COCC(=O)Nc1ccc2c(c1)C(=O)N(C)[C@H]1CC[C@H](CC(=O)Nc3ccccc3OC)O[C@@H]1CO2	-1.4
C[C@@H]1CN([C@@H](C)CO)C(=O)Cc2cc(NS(C)(=O)=O)ccc2O[C@H]1CN(C)Cc1ccc(C(=O)O)cc1	0.1
O=C(c1cccc(F)c1)N1CC(=O)N2[C@@H](CO)[C@H](c3ccc(C4=CCCC4)cc3)[C@@H]2C1	-1.1
O=C(C1CCC1)N1CCCCN2[C@H](C1)[C@H](c1ccc(-c3ccncc3)cc1)[C@@H]2CO	-0.2
Remaining list, next part:
SMILES	TcdB inh
Cc1noc(C)c1NC(=O)Nc1ccc2c(c1)C(=O)N([C@@H](C)CO)C[C@@H](C)[C@@H](CN(C)C(=O)Nc1cccc3ccccc13)O2	-0.5
O=C(C[C@H]1C=C[C@@H](NS(=O)(=O)c2ccccc2)[C@@H](CO)O1)N1CCC(Cc2ccccc2)CC1	0.2
O=C(C[C@@H]1C[C@@H]2c3cc(NC(=O)Nc4ccccc4)ccc3O[C@@H]2[C@H](CO)O1)NC1CCCCC1	-1.6
C[C@@H]1CCCCO[C@@H](CN(C)Cc2ccccc2)[C@@H](C)CN([C@@H](C)CO)C(=O)c2cc(NS(=O)(=O)c3ccc(Cl)cc3)ccc2O1	-1.3
COc1ccc(NC(=O)N(C)C[C@H]2OCCCC[C@H](C)Oc3ccc(NC(=O)Cc4ccccc4)cc3C(=O)N([C@@H](C)CO)C[C@H]2C)cc1	-0.8
C[C@@H]1CCCCO[C@@H](CN(C)Cc2ccc3c(c2)OCO3)[C@@H](C)CN([C@@H](C)CO)C(=O)c2cc(NS(=O)(=O)c3ccccc3)ccc2O1	-0.4
Cc1ccc(S(=O)(=O)N2C[C@H](O)COC[C@H]3O[C@@H](CC(=O)N[C@@H]4CCN(Cc5ccccc5)C4)CC[C@@H]32)cc1	0.0
C[C@H](CO)N1C[C@H](C)[C@H](CN(C)C(=O)CCC(F)(F)F)OCCCC[C@H](C)Oc2ccc(NC(=O)CCC(F)(F)F)cc2C1=O	0.8
COCC(=O)Nc1ccc2c(c1)OC[C@H](C)N(C(=O)Cc1cccnc1)C[C@H](C)[C@@H](OC)CN(C)C2=O	-0.3
Cc1noc(C)c1S(=O)(=O)Nc1ccc2c(c1)C(=O)N([C@H](C)CO)C[C@H](C)[C@H](CN(C)Cc1ccccc1)O2	-0.6
N#C[C@H]1[C@@H](c2ccc(C3=CCCCC3)cc2)[C@H](CO)N1C(=O)Cc1ccncc1	-2.3
COc1ccc(NC(=O)N[C@@H]2C=C[C@H](CC(=O)NCc3ccccn3)O[C@@H]2CO)cc1	-0.8
C[C@H]1CN([C@@H](C)CO)S(=O)(=O)c2ccc(C#CCN(C)C)cc2O[C@@H]1CN(C)Cc1ccc(F)cc1	0.6
C/C=C/c1cnc2c(c1)C(=O)N([C@H](C)CO)C[C@H](C)[C@@H](CN(C)Cc1ccc3c(c1)OCO3)O2	2.4
C[C@@H]1CCCCO[C@@H](CN(C)CC2CCCCC2)[C@H](C)CN([C@H](C)CO)C(=O)c2cc(NC(=O)Nc3ccc(F)cc3)ccc2O1	0.5
C[C@@H]1CN([C@H](C)CO)C(=O)c2cc(NC(=O)C3CC3)ccc2O[C@@H]1CN(C)S(=O)(=O)c1cn(C)cn1	-0.5
CCCC#Cc1cnc2c(c1)C(=O)N([C@H](C)CO)C[C@@H](C)[C@H](CN(C)C(=O)c1ccc3c(c1)OCO3)O2	0.5
COc1ccccc1NC(=O)N[C@@H]1CC[C@@H](CCNC(=O)Cc2ccccn2)O[C@@H]1CO	0.3
Cc1ccc(S(=O)(=O)NCC[C@H]2CC[C@H](NC(=O)C3CCOCC3)[C@H](CO)O2)cc1	-1.2
COc1ccc2c3c(n(C)c2c1)[C@H](CO)N(CC1CC1)CC31CCN(C(=O)Nc2c(C)noc2C)CC1	0.7
COc1ccc(NC(=O)Nc2ccc3c(c2)C(=O)N([C@@H](C)CO)C[C@H](C)[C@H](CN(C)C(=O)Cc2ccccc2)OCCCC[C@H](C)O3)cc1	0.1
CN(C)CCCNC(=O)[C@@H]1[C@@H](CO)[C@@H]2Cn3c(cccc3=O)[C@@H]2N1C(=O)Nc1ccccc1	0.9
CCC(=O)Nc1ccc2c(c1)C(=O)N(C)C[C@H](OC)[C@@H](C)CN(CCc1ccccc1)[C@@H](C)CO2	-0.4
COC(=O)c1c2oc(c1C(=O)OC)C(=O)N[C@H](Cc1ccccc1)Cn1cc(nn1)[C@H](Cc1ccccc1)NC(=O)N[C@H](CO)CC2	-13
C[C@H](CO)N1C[C@H](C)[C@H](CN(C)C)Oc2ccc(NC(=O)Nc3ccc4c(c3)OCO4)cc2C1=O	-0.4
Carrying on:
SMILES	TcdB inh
C[C@H](CO)N1C[C@H](C)[C@@H](CN(C)Cc2ccc3c(c2)OCO3)Oc2ccc(NC(=O)Cc3cn(C)c4ccccc34)cc2CC1=O	-0.4
C[C@@H]1CN([C@H](C)CO)C(=O)CCCn2nncc2CO[C@@H]1CN(C)Cc1ccccc1C(=O)O	-1.3
C[C@H](O)C#Cc1ccc([C@H]2[C@@H](CO)N3CCCCN(S(=O)(=O)Cc4ccccc4)C[C@H]23)cc1	-0.7
COc1cccc(C(=O)Nc2ccc3c(c2)OC[C@@H](C)N(CCc2ccccc2)C[C@@H](C)[C@@H](OC)CN(C)C3=O)c1	1.0
COc1ccc2c3c([nH]c2c1)[C@H](CO)N(C(=O)Nc1ccc(F)cc1)CC31CN(C(=O)c2ccccn2)C1	0.2
COc1ccc(C#Cc2ccc([C@@H]3[C@@H](CO)N4CCCCN(Cc5ccccc5F)C[C@H]34)cc2)cc1	-0.4
C[C@@H]1CN([C@H](C)CO)C(=O)c2cc(C#CC3CCCCC3)cnc2O[C@H]1CN(C)S(=O)(=O)c1cccc(F)c1	-0.2
C[C@@H]1CN([C@H](C)CO)S(=O)(=O)c2ccc(-c3cccc(C(=O)N(C)C)c3)cc2O[C@H]1CN(C)C(=O)Nc1ccccc1	-0.2
C[C@@H]1CN([C@H](C)CO)C(=O)c2cc(NC(=O)c3ccncc3)ccc2O[C@@H](C)CCCCO[C@H]1CN(C)C(=O)c1ccncc1	-0.5
C[C@@H]1CN([C@@H](C)CO)C(=O)Cc2cc(NS(=O)(=O)c3cn(C)cn3)ccc2O[C@H]1CN(C)Cc1ccc(C(=O)Nc2ccccc2N)cc1	-2.2
C[C@H](CO)N1C[C@H](C)[C@@H](CN(C)C(=O)Cc2cccnc2)Oc2cc(C#CC3(O)CCCC3)ccc2S1(=O)=O	1.7
C[C@H]1CN([C@@H](C)CO)C(=O)c2cc(C3=CCCC3)cnc2O[C@@H]1CN(C)Cc1ccccc1	1.5
CC(=O)N(C)C[C@@H]1Oc2ncc(/C=C/c3ccccc3)cc2C(=O)N([C@@H](C)CO)C[C@@H]1C	0.7
COc1ccc2c3c([nH]c2c1)[C@H](CO)N(Cc1ccc(F)cc1)CC31CN(Cc2ccccn2)C1	0.1
C[C@H](CO)N1C[C@H](C)[C@@H](CN(C)Cc2ccc(Oc3ccccc3)cc2)Oc2ccc(NC(=O)NC3CCCCC3)cc2C1=O	0.8
CO[C@@H]1CC[C@@H]2CCOc3c(C#N)cccc3C(=O)N(C)[C@@H](C)C(=O)N(C)C[C@@H]1O2	-0.7
C[C@H]1CCCCO[C@@H](CN(C)Cc2ccncc2)[C@@H](C)CN([C@@H](C)CO)C(=O)c2cc(NC(=O)Nc3ccc4c(c3)OCO4)ccc2O1	-0.4
COc1cccc(-c2ccc3c(c2)O[C@@H](CN(C)C(=O)C2CCOCC2)[C@@H](C)CN([C@@H](C)CO)S3(=O)=O)c1	0.6
O=C(c1ccc(F)cc1)N1CC[C@@H]2[C@H]1c1cc(-c3ccccc3F)ccc1N[C@@H]2CO	0.7
O=C(CCN1CCCCC1)NCC[C@H]1CC[C@@H](NC(=O)C2CCCCC2)[C@H](CO)O1	-0.3
CCNC(=O)C[C@@H]1CC[C@H]2[C@@H](COc3ccc(NC(=O)c4ccc(C(F)(F)F)cc4)cc3C(=O)N2C)O1	-0.1
C[C@H](CO)N1C[C@H](C)[C@H](CN(C)Cc2ccc(Oc3ccccc3)cc2)Oc2c(NC(=O)C3CCCCC3)cccc2C1=O	-0.1
C[C@H](CO)N1C[C@H](C)[C@H](CN(C)S(=O)(=O)c2ccc(Cl)cc2)OCCCC[C@H](C)Oc2ccc(NC(=O)CCCN(C)C)cc2C1=O	1.4
Cc1noc(C)c1S(=O)(=O)Nc1ccc2c(c1)C(=O)N([C@H](C)CO)C[C@@H](C)[C@@H](CN(C)C(=O)Cc1ccccc1)OCCCC[C@H](C)O2	-0.2
CC(C)NC(=O)N(C)C[C@H]1Oc2ccc(NC(=O)NC3CCCCC3)cc2CC(=O)N([C@H](C)CO)C[C@@H]1C	1.0
CCCC#Cc1ccc([C@H]2[C@@H](CO)N(C(=O)C3CC3)[C@H]2C#N)cc1	-2.3
C[C@@H]1CCCCO[C@H](CN(C)C(=O)NC2CCCCC2)[C@@H](C)CN([C@H](C)CO)C(=O)c2cc(NS(=O)(=O)c3ccc(F)cc3)ccc2O1	1.4
O=C(CC1CC1)N1CC(=O)N2[C@@H](CO)[C@H](c3ccc(C#Cc4ccc(F)cc4)cc3)[C@@H]2C1	0.0
CNC[C@H]1OCCCC[C@H](C)Oc2ccc(NC(=O)c3ccncc3)cc2C(=O)N([C@@H](C)CO)C[C@@H]1C	-7.5
C[C@H]1CN([C@@H](C)CO)C(=O)c2cc(C3=CCCC3)cnc2O[C@@H]1CN(C)C(=O)C1CCOCC1	1.0

Quoted from the listing.
`CCCC#Cc1ccc([C@H]2[C@@H](CO)N(C(=O)C3CC3)[C@H]2C#N)cc1` | TcdB inh = -2.3
`C[C@H]1CCCCO[C@@H](CN(C)Cc2ccncc2)[C@@H](C)CN([C@@H](C)CO)C(=O)c2cc(NC(=O)Nc3ccc4c(c3)OCO4)ccc2O1` | TcdB inh = -0.4
`C[C@H]1CN([C@@H](C)CO)C(=O)c2cc(C3=CCCC3)cnc2O[C@@H]1CN(C)Cc1ccccc1` | TcdB inh = 1.5
`CNC[C@H]1OCCCC[C@H](C)Oc2ccc(NC(=O)c3ccncc3)cc2C(=O)N([C@@H](C)CO)C[C@@H]1C` | TcdB inh = -7.5
`C[C@H](CO)N1C[C@H](C)[C@H](CN(C)Cc2ccc(Oc3ccccc3)cc2)Oc2c(NC(=O)C3CCCCC3)cccc2C1=O` | TcdB inh = -0.1
`C[C@@H]1CN([C@H](C)CO)C(=O)c2cc(C#CC3CCCCC3)cnc2O[C@H]1CN(C)S(=O)(=O)c1cccc(F)c1` | TcdB inh = -0.2

By substructure: those above containing a COOH group.
SMILES	TcdB inh
C[C@@H]1CN([C@@H](C)CO)C(=O)Cc2cc(NS(C)(=O)=O)ccc2O[C@H]1CN(C)Cc1ccc(C(=O)O)cc1	0.1
C[C@@H]1CN([C@H](C)CO)C(=O)CCCn2nncc2CO[C@@H]1CN(C)Cc1ccccc1C(=O)O	-1.3

Source: PubChem
